eIF4E 4G PPI: eIF4E/eIF4G interaction inhibition in translation initiation; P63073+Q04637; hit rate 0.37% among 220,000; inhibition, % at 21.7 µM; TR-FRET eIF4E-eIF4GI(517-606) binding, 2 h;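 active = inhibition above about 30%, limit read from the data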;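 note: 0% = full FRET control wells and 100% = background wells lacking eIF4GI fragment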
Rad51 HR inh: blocks human Rad51 in homologous recombination; hit rate 0.085% among 200,000; inhibition, % at 10 µM; hRad51 DNA strand exchange, fluorescence dequenching;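 active = inhibition above 40% at the single screening dose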;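 note: 0% = DMSO control wells and 100% = blanks with heterologous ssDNA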
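Material: hRad51 filaments on single-stranded DNA; Reagent: Donor/quencher-labelled 47-bp dsDNA substrate; Compound: 10 µM final, single point; Schedule: 37 °C 15-min filament assembly, 30-min compound preincubation, 15-min exchange; Technique: FRET fluorescence, excitation 485 nm, emission 520 nm; Benchmarks: control wells and blank wells on each plate.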
Wee1 stabilizer: blocks degradation of human Wee1 kinase | P30291 | HeLa Luc-Wee1K328M stability, luciferase luminescence; 100% = proteasome inhibitor MG132 effect | reporter increase, % at 5 µM | hit rate 1.2% among 220,000 | AID 1321;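 active = activation above the mean of all tested compounds plus 3 SD, set per screening run, cut at about 8.8% in these data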;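 note: cells exposed to compound for 20 h before luminescence read; 0% = DMSO alone and 100% = MG132 at 30 µM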
Target sequence (P30291 whole entry K328M): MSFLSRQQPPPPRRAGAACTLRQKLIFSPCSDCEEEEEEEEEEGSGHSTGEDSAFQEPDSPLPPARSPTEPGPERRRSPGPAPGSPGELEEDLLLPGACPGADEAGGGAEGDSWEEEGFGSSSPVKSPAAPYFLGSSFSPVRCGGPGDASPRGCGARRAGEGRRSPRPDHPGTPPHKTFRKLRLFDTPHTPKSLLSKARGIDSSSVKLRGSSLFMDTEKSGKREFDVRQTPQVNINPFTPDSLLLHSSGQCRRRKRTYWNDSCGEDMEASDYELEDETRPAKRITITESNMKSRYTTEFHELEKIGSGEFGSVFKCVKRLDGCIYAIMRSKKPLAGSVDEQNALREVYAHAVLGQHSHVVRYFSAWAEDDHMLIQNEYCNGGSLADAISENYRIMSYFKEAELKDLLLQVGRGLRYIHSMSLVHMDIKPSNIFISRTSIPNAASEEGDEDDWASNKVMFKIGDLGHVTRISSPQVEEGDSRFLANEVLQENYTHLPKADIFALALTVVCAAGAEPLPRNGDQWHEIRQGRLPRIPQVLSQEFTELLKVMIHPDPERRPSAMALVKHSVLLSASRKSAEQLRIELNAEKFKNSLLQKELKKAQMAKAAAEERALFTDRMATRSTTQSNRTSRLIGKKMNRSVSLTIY
Mdm2 ligase inh: blocks human Mdm2 ubiquitin ligase activity; cell-based MDM2 ubiquitination luciferase reporter, 2 h; 0 = plate control, 100 = twice control, blank-subtracted; signal enhancement, % at 5 µM; hit rate 0.11% among 210,000;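 active = signal enhancement of 30% or more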;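 note: luminescence tracks abundance of the self-degrading MDM2-luciferase fusion protein; higher signal means inhibition of MDM2 E3 ligase activity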
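system = mammalian cells stably expressing self-ubiquitinating, self-degrading MDM2 E3–luciferase fusion | quantity = 2000 cells per well seeded | incubation = 4 h cell settling then 2 h compound exposure, 37 °C | signal = SteadyLite luminescence, 15 min reagent step | benchmarks = plate control and blank wells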
p97 inhibitor: inhibitors of human p97 ATPase | recombinant p97 ATPase, Kinase-Glo ATP luminescence, 3 h | P55072 | inhibition, % at 8 µM | hit rate 0.42% among 220,000; in the data active = inhibition above about 15%;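 note: 0% = DMSO vehicle and 100% = wells lacking enzyme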
FXIIa inh: blocks human coagulation factor XIIa protease activity; P00748; inhibition, % at 5 µM; purified FXIIa, Boc-QGR-AMC fluorogenic substrate, 2 h; hit rate 0.3% among 220,000; in the data active = inhibition above about 40%;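 note: 0% = enzyme with no compound and 100% = blank without enzyme; many of its hits are not listed in these tables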
14-3-3 Bad inh: disrupts binding of bovine 14-3-3 zeta to phospho-Bad peptide; P63103; TR-FRET 14-3-3zeta/Dy647-pBad peptide displacement, 1 h; inhibition, % at 21.7 µM; hit rate 0.71% among 220,000; AID 781;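 active = inhibition above about 70%, limit read from the data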;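 note: 0% = full 14-3-3 plus peptide FRET controls and 100% = background without 14-3-3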
Target sequence (P63103 whole entry, looked up): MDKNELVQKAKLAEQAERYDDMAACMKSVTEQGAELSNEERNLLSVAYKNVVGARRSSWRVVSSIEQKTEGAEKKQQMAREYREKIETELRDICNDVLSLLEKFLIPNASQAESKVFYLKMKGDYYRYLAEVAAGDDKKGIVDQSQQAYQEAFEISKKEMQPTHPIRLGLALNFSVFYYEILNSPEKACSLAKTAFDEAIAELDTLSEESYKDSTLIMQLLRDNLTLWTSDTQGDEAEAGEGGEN
hK5 inh: kallikrein 5 (human) inhibition; Q9Y337; recombinant hK5, fluorogenic AMC substrate cleavage; inhibition, % at 5 µM; hit rate 0.59% among 210,000; AID 873;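 active = inhibition of 40% or more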;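 note: 0% = enzyme controls without compound and 100% = no-enzyme blanks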
FXIa inh: inhibitors of human coagulation factor XIa; purified FXIa, Boc-Glu-Ala-Arg-AMC fluorogenic substrate; inhibition, % at 5 µM; hit rate 0.14% among 220,000; P03951;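 active = inhibition of at least 40%; inactive = inhibition below 40%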;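 note: fluorescence of freed AMC excited at 355 nm; 0% = enzyme without compound and 100% = no enzyme blank; many of its hits are not listed in these tables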
* marks the source's active call; other numbers are inactive results; . = not tested or not shown; [ ] = remark or other dose.

Preview:
Below each SMILES – eIF4E 4G PPI, Rad51 HR inh, Wee1 stabilizer, Mdm2 ligase inh, p97 inhibitor, FXIIa inh, 14-3-3 Bad inh, hK5 inh, FXIa inh
- CCCCN1C(=O)c2ccc(C(=O)Nc3ccc(S(=O)(=O)N(C)C)cc3)cc2C1=O
→ 1, ., -1, -14, 1, 12, 3[fluorescence artefact?], -9, 5
- O=C(Nc1ccc([N+](=O)[O-])cc1)/C(=C/c1cccc([N+](=O)[O-])c1)NC(=O)C1CCCCC1
→ -3, 2, 2, -26, 1, 30, -7[fluorescence artefact?], 2, 15
- Cc1cccc2cc(CN(CCN(C)C)C(=S)NCc3ccco3)c(=O)[nH]c12
→ 3, -16, 1, -5, 11, 8, -4, -3, 6
- O=C(NCCCN1CCN(Cc2ccccc2Cl)CC1)Nc1ccccc1
→ 8, 11, -1, -14, -4, 26, 17, -12, 17
- O=C(CCc1nc2ccccc2s1)OCC(=O)N1CCN(C(=O)c2ccco2)CC1
→ 2[fluorescence artefact?], -8, 0, 22, 1, 5, 0, 3, 2
- O=C(OCCN=C1NS(=O)(=O)c2ccccc21)c1ccccc1
→ 0, -2, 0, -24, -4, -38, -1, -2, -11
- COc1ccc(C2CC2/C(C)=N/OC(=O)c2ccc(F)cc2)cc1 (stereo not drawn)
→ 3, -15, 1, -14, -3, 7, 1, -1, -3
- CCC(C)OC(=O)c1cc(C)nc2c(Br)cc(Br)cc12 (stereo not drawn)
→ -2, -1, 2, -4, 4, 10, 2, -7, -2
- COc1cc(/C=N/n2c(C)n[nH]c2=S)ccc1OCc1ccccc1
→ -5, -1, -2, -3, 1, 2, -17, -18, -2
- C=CCOC(=O)C1=C(C)N=c2s/c(=C3\C(=O)N(CC(=O)O)c4ccccc43)c(=O)n2C1c1ccc(OC)cc1 (stereo not drawn)
→ 23, 10, 2, -10, 0, 8, 18, 6, 8
- COc1cc2c(cc1NC(=O)COC(=O)[C@@H](NC(=O)c1ccccc1F)C(C)C)oc1ccccc12
→ 0, 8, -1, -11, -5, -4, -1, -3, 0

All compounds of this part, previewed entries included:
Below each SMILES – eIF4E 4G PPI, Rad51 HR inh, Wee1 stabilizer, Mdm2 ligase inh, p97 inhibitor, FXIIa inh, 14-3-3 Bad inh, hK5 inh, FXIa inh
- CCCCN1C(=O)c2ccc(C(=O)Nc3ccc(S(=O)(=O)N(C)C)cc3)cc2C1=O
→ 1, ., -1, -14, 1, 12, 3[fluorescence artefact?], -9, 5
- O=C(Nc1ccc([N+](=O)[O-])cc1)/C(=C/c1cccc([N+](=O)[O-])c1)NC(=O)C1CCCCC1
→ -3, 2, 2, -26, 1, 30, -7[fluorescence artefact?], 2, 15
- Cc1cccc2cc(CN(CCN(C)C)C(=S)NCc3ccco3)c(=O)[nH]c12
→ 3, -16, 1, -5, 11, 8, -4, -3, 6
- O=C(NCCCN1CCN(Cc2ccccc2Cl)CC1)Nc1ccccc1
→ 8, 11, -1, -14, -4, 26, 17, -12, 17
- O=C(CCc1nc2ccccc2s1)OCC(=O)N1CCN(C(=O)c2ccco2)CC1
→ 2[fluorescence artefact?], -8, 0, 22, 1, 5, 0, 3, 2
- O=C(OCCN=C1NS(=O)(=O)c2ccccc21)c1ccccc1
→ 0, -2, 0, -24, -4, -38, -1, -2, -11
- COc1ccc(C2CC2/C(C)=N/OC(=O)c2ccc(F)cc2)cc1 (stereo not drawn)
→ 3, -15, 1, -14, -3, 7, 1, -1, -3
- CCC(C)OC(=O)c1cc(C)nc2c(Br)cc(Br)cc12 (stereo not drawn)
→ -2, -1, 2, -4, 4, 10, 2, -7, -2
- COc1cc(/C=N/n2c(C)n[nH]c2=S)ccc1OCc1ccccc1
→ -5, -1, -2, -3, 1, 2, -17, -18, -2
- C=CCOC(=O)C1=C(C)N=c2s/c(=C3\C(=O)N(CC(=O)O)c4ccccc43)c(=O)n2C1c1ccc(OC)cc1 (stereo not drawn)
→ 23, 10, 2, -10, 0, 8, 18, 6, 8
- COc1cc2c(cc1NC(=O)COC(=O)[C@@H](NC(=O)c1ccccc1F)C(C)C)oc1ccccc12
→ 0, 8, -1, -11, -5, -4, -1, -3, 0
- CNS(=O)(=O)c1cccc(C(=O)OCC(=O)Nc2ccc(OC)cc2[N+](=O)[O-])c1
→ -1, 6, 4, -5, 2, 4, -11, 2, -2
- C=C(C)Cn1c(N(CCO)Cc2ccccc2)nc2c1c(=O)[nH]c(=O)n2C
→ 2[fluorescence artefact?], -1, 1, -5, -4, 10, 0[fluorescence artefact?], -3, 2
- O=C(Nc1c(Cl)cc(Cl)cc1C(=O)NCC1CCCO1)c1ccco1 (stereo not drawn)
→ 5, -3, 0, -19, 6, 10, 10, 4, 4
- COc1ccc(-n2nc(C(=O)NCc3ccco3)c3ccccc3c2=O)cc1
→ 1, 4, -2, -2, 6, -6, -3, 5, -6

Additional entries.
Below each SMILES – eIF4E 4G PPI, Rad51 HR inh, Wee1 stabilizer, Mdm2 ligase inh, p97 inhibitor, FXIIa inh, 14-3-3 Bad inh, hK5 inh, FXIa inh
- Cc1cccc(/C=N/NC(=O)CN2CCCCCCC2)c1
→ 15, 11, 4, 6, 0, 8, 22[fluorescence artefact?], -14, 1
- NC(=O)c1c(NC(=O)C2c3ccccc3Oc3ccccc32)sc2c1CCCCC2
→ 8, -21, 0, -5, 2, 10, -11[fluorescence artefact?], -39, 1
- COc1cc(C2C(C#N)=C(N)Oc3cc(C)n(CCN4CCOCC4)c(=O)c32)cc(OC)c1OC (stereo not drawn)
→ 6, 4, -1, -7, 4, 10, -2[fluorescence artefact?], -6, 4
- N#Cc1ccsc1NC(=O)CN1CCN(S(=O)(=O)c2ccccc2C(F)(F)F)CC1
→ -1, -2, 1, -9, 4, 4, -7[fluorescence artefact?], -5, -5
- CCOC(=O)c1cc(-c2ccco2)nc2c1c(C)nn2-c1cccc(Cl)c1
→ 8, -10, 3, -10, 6, 9, 12, -39, -2
- Cc1cccc(-n2c(=S)[nH]c3nc4c(cc3c2=O)COC(C)(C)C4)c1
→ 4, 8, 18*, -10, 9, 6, -6, 1, 10
- CCn1cc(CNC(=S)Nc2cccc(Cl)c2C)cn1
→ 2, 1, 1, -6, -1, 3, -8, -12, -8
- COc1ccc(-c2c/c(=N\c3nc(-c4ccccc4)c(C)s3)c3ccccc3o2)cc1O
→ 0, 6, 0, -25, 2, 13, -3, 1, 5
- Cn1cccc1-c1nc2ccccc2[nH]1
→ 7, ., 0, -7, 1, 10, 2, 0, -1
- COC(=O)C1=C(C)n2nnnc2NC1c1ccc(Cl)cc1 (stereo not drawn)
→ -5, -6, 0, -10, -5, 8, -7, -18, -3
- Nc1scn[n+]1Cc1cccc2cccnc12
→ -13, 8, -2, ., 6, 6, 2, 6, 2
- Cn1c(Cn2c(=O)sc3ccccc32)nnc1SCC(=O)NC1CCCC1
→ -2, -7, 0, -6, -4, -8, -2, 11, -12
- Cc1cc(C)c(NC(=S)NC(=O)c2ccc(-c3ccccc3)cc2)c(C)c1
→ -4[fluorescence artefact?], -6, 1, -20, -3, 34, -3, 57*, 14
- COc1cc(/C=N/NC(=O)c2ccc([N+](=O)[O-])cc2Cl)cc(Br)c1O
→ 17, -7, -2, -12, -5, 17, 6, 32, 20
- Oc1ccc(N=C/C=C/c2ccc(Br)cc2)cc1-c1nc2ccccc2s1
→ 1, ., 5, -2, -1, 5, 11, -14, -1

More results:
Below each SMILES – eIF4E 4G PPI, Rad51 HR inh, Wee1 stabilizer, Mdm2 ligase inh, p97 inhibitor, FXIIa inh, 14-3-3 Bad inh, hK5 inh, FXIa inh
- CSc1ccccc1C(=O)NCc1ccc(C)cc1
→ -3, 12, -3, 1, 5, 4, -6, 6, -1
- Cc1ccc2nc(C3CCN(S(=O)(=O)c4ccc5ccccc5c4)CC3)[nH]c2c1
→ 1, -3, -4, 1, -2, 12, -1, -12, 2
- Nc1nc(SCc2nc(-c3ccccc3)no2)[nH]c(=O)c1-c1ccccc1
→ 1, -7, 1, 0, 4, 2, 16, -14, 0
- COc1ccccc1CN1CCCCC1C(=O)O (stereo not drawn)
→ 0, -3, -2, -7, 4, 5, -6, 0, -4
- N#CCCn1cc(C(=O)Nc2ccccc2Br)c(-c2cc3ccccc3o2)n1
→ 1, -5, -3, 0, -3, 6, 6, -2, 3
- COc1ccc(NC(=O)C2=NN(C3CCS(=O)(=O)C3)C(=O)CC2)cn1 (stereo not drawn)
→ 1, -2, 1, 7, -2, 5, 9, -4, -6
- CN(C)CC#CCC(O)(c1ccccc1)c1ccccc1
→ -1, 10, -3, -4, 0, 6, -2, -2, -3
- COC(=O)c1cncc(C)c1
→ 1, 6, -3, ., 4, 8, 4, -2, 0
- COc1cc(/C=N/Nc2nc(N3CCCC3)nc(N3CCCC3)n2)ccc1OCc1ccccc1F
→ 2, ., 2, -4, 6, -2, 4, -2, -2
- CC1(C)CC(=O)C(C=NCCN2CCN(C(=S)NC3CCCCC3)CC2)=C(O)C1
→ 15[fluorescence artefact?], -2, -3, 8, -1, 13, 5, -11, 9
- Cc1ccc(NC2=NC(C(=O)Nc3ccc(C)c(C)c3)CC(=O)N2)cc1 (stereo not drawn)
→ 2, -15, -2, -14, 3, 2, -2, -7, -10
- O=C(Cn1cnc2cc([N+](=O)[O-])ccc2c1=O)Nc1cccc2ccccc12
→ 3, -10, 2, ., 6, 2, 2, -5, -3
- Nc1nc(N2CCN(C/C=C/c3ccccc3)CC2)nc2ccccc12
→ 5, 13, 2, -10, 3, -4, 28[fluorescence artefact?], -7, -8
- Cc1ccc(C)c(S(=O)(=O)n2cnc3ccccc32)c1
→ 3, -3, 2, -9, 5, 13, 18, 15, 2
- CCOC(=O)c1cnc(-c2ccccc2)nc1Oc1ccc(Cl)cc1
→ 5, 4, 3, -15, -1, 9, -6, 1, 0

Later entries:
Below each SMILES – eIF4E 4G PPI, Rad51 HR inh, Wee1 stabilizer, Mdm2 ligase inh, p97 inhibitor, FXIIa inh, 14-3-3 Bad inh, hK5 inh, FXIa inh
- CCOC(=O)N1CCN(C(=O)CSc2ccc(-c3ccncc3)nn2)CC1
→ -5, -8, 0, -4, -2, 11, -6, -1, 0
- Cc1ccc(NCc2nnc(SCC(=O)Nc3ncc(C)s3)n2Cc2ccco2)c(C)c1
→ -4[fluorescence artefact?], 1, 0, -15, -5, 12, 7[fluorescence artefact?], -22, 8
- Cc1c([N+](=O)[O-])c(N)nn1C
→ 2, -6, 0, -10, -4, 11, 0, -4, 1
- CCOC(=O)C1CCN(S(=O)(=O)c2cc(Br)cc3c2N(C(=O)C2CC2)CC3)CC1
→ 0, 4, -1, 1, -3, 7, -8, -2, -3
- O=C(CCCc1ccccc1)NCc1cn2ccsc2n1
→ -3, -3, -2, -16, 5, 7, 10, -4, 5

Bioassay records: PubChem BioAssay, several laboratories
